RNase H inhibition = RNase H inhibition, HIV 1 Gag Pol polyprotein, FRET biochemical assay, screening (AID 372) | HIV-1 RT RNase H, FRET RNA/DNA substrate fluorescence; higher % means a stronger effect | one-dose inhibition, % at 10 µM; IC50 in µM for titrated hits | 0.77% of 100,000 active; in the data active = inhibition above about 50%
Starred values were filed as active, the others as inactive. An excerpt. The share of hits here may be higher or lower than overall.

SMILES | RNase H inhibition
O=C(NC(=S)Nc1cccc(-c2nc3ncccc3o2)c1)c1ccc(I)cc1 | 20%
CCc1ccc(NC(=O)CSc2nc3ccc(C)cc3[nH]2)cc1 | 17%
COc1ccc(Br)cc1C(=O)NC(=S)Nc1ccc(Cl)cn1 | 53%*
COc1ccccc1-c1c(Cc2ccccc2)[nH]n2c(=O)cc(-c3ccccc3)nc12 | 0%
COc1ccc(C2C(C(=O)OCCOc3ccccc3)=C(C)NC3=C2C(=O)CC(c2ccc(Cl)cc2)C3)cc1 (stereo unspecified) | 12%
O=C(Nc1ccccc1F)c1ccc(Br)cc1 | 2%
CC(=O)NC(Cc1ccccc1)C(=O)NC(Cc1ccc(O)cc1)C(=O)O (stereo unspecified) | 2%
O=C(NC(=S)Nc1ccc(Cl)c(-c2nc3ccccc3s2)c1)c1ccco1 | 9%
O=C(CSC(=S)N1CCSCC1)c1ccc([N+](=O)[O-])cc1 | 0%
COc1cc(/C=C2\C(=O)NC(=S)N(c3ccc(Br)cc3)C2=O)ccc1OCC(=O)O | 15%
O=C(CSc1nnnn1-c1ccccc1)Nc1cc2c(cc1Br)OCCO2 | 10%
CCCS(=O)(=O)c1c(S(=O)(=O)CCC)c2ccccn2c1C(=O)c1ccccc1 | 4%
O=C(c1ccc([N+](=O)[O-])cc1)N(c1ccccn1)c1ccccn1 | 12%
CCCCCOC(=O)Nc1nnc(CCCCC)s1 | 0%
COc1cc(NC(=O)C(c2ccccc2)c2ccccc2)c(OC)cc1NC(=O)C(c1ccccc1)c1ccccc1 | 3%

Molecules listed so far that contain four or more nitrogen atoms:
SMILES | RNase H inhibition
O=C(NC(=S)Nc1cccc(-c2nc3ncccc3o2)c1)c1ccc(I)cc1 | 20%
O=C(CSc1nnnn1-c1ccccc1)Nc1cc2c(cc1Br)OCCO2 | 10%
O=C(c1ccc([N+](=O)[O-])cc1)N(c1ccccn1)c1ccccn1 | 12%

The list goes on:
SMILES | RNase H inhibition
Cc1cc(C)nc(SCc2csc(N)n2)n1 | 19%
O=C(NC1CCCCCC1)c1cccc(Cl)c1 | 5%
Cc1ccc(/C=C(\C#N)C(=O)NC2CCCCC2C)cc1[N+](=O)[O-] (stereo unspecified) | 13%
O=C(/C=C/c1ccc2c(c1)OCO2)NC1CCCCC1 | 0%
Cc1ccc(N=Cc2cccc(O)c2O)cc1C | 11%
COc1ccc(C(=O)NNC(=O)c2cccc(C)c2)c(OC)c1 | 0%
O=C(NCc1ccc(Cl)cc1)N1CCOCC1 | 0%
CCN(CC)C(=O)c1cc2ccccc2oc1=O | 9%
CC(=O)N/N=C/c1ccccc1OCc1ccccc1F | 11%
COC(=O)c1ccc(NC2=C(N3CCCC3)C(=O)c3ccccc3C2=O)cc1 | 5%
CCc1c(C)nc2c(-c3ccccc3)c(Cc3ccc(OC)cc3)[nH]n2c1=O | 8%
CCCOc1c(Cl)cc(/C=C2/SC(=S)NC2=O)cc1OC | 5%
N#Cc1cc2c(ccc3ccccc32)oc1=O | 7%
CCOC(=O)COc1ccc(/C=C(/C#N)C(=O)Nc2cccc(Br)c2)cc1 | 17%
COc1cc(C)ccc1OCCOCCOc1ccc(Cl)cc1 | 11%
COc1cc(OC)cc(C(=O)Nc2ccc([N+](=O)[O-])cn2)c1 | 9%
Cc1ccc(N2CCN(Cc3cccnc3)CC2)cc1 | 14%
COc1ccc(N/C(C)=C/C(=O)c2ccccc2)c(OC)c1 | 7%
CCOC(=O)c1ccc(NS(=O)(=O)c2cc(C(=O)Nc3ccccc3)ccc2C)cc1 | 7%
CC1=NN(C(=O)c2ccc(Cl)cc2)C(O)(C(F)(F)F)C1 (stereo unspecified) | 8%
COc1ccc(CCN=C(Nc2ccccc2)SC2CC(=O)NC2=O)cc1 (stereo unspecified) | 2%
N#Cc1ccc(N=Cc2ccc(O)cc2O)cc1 | 4%
O=C1c2cccc3cccc(c23)C(=O)N1CCCN1CCCCC1 | 17%
CN(Cc1ccccc1)C(=O)c1ccccc1Br | 1%
Cc1c(C=O)c2ccccc2n1CCOc1ccccc1 | 3%
COc1ccccc1C1CC(c2ccc(F)cc2)=NN1c1ccc(Cl)cc1 (stereo unspecified) | 5%
COc1ccc(NC(=O)/C=C/c2ccccc2Cl)c(OC)c1 | 25%
O=C(/C=C/c1ccc(-c2ccc([N+](=O)[O-])cc2)o1)c1cccs1 | 1%
CCc1ccc(/C=C2\C(=O)N(c3ccc(Cl)c(C(=O)O)c3)N=C2C)cc1 | 6%
COc1cc(C(=O)Nc2ccc(N3C(=O)c4ccc(Cl)cc4C3=O)c(C)c2)cc(OC)c1OC | 12%
COc1ccc(/C=N/NC(=O)C(=O)Nc2ccc(Br)cc2)c(OC)c1 | 3%
CCOc1ccc(OCCCOc2ccc(C)cc2Br)cc1 | 31%
CCN(CC)S(=O)(=O)c1ccc(Cl)c(C(N)=O)c1 | 2%
COc1cccc(C(=O)NNC(=O)/C=C/c2ccccc2)c1 | 14%
O=C(Nc1cccc(C(F)(F)F)c1)[C@@H]1C[C@@H]1c1ccccc1 | 10%
c1ccc(Oc2cccc(OCCCCCCN3CCOCC3)c2)cc1 | 13%
NS(=O)(=O)c1ccc(Nc2nc(-c3ccccc3)cs2)cc1 | 13%
COc1ccccc1C1C2=C(CC(C)(C)CC2=O)Nc2ccccc2N1C(C)=O (stereo unspecified) | 5%
O=C1NC(=S)N/C1=C/c1ccc(-c2cccc(Cl)c2)o1 | 33%
COc1ccc(-c2n[nH]c(=S)n2N=C/C=C\c2ccccc2OC)cc1 | 17%
O=C(Nc1ccc(F)cc1)Nc1nnc(-c2ccccc2SCc2ccccc2)s1 | 25%
Cc1ccccc1NC(=O)c1c(NC(=S)Nc2ccccc2)sc2c1CCCCC2 | 35%
N#C/C(=C\N1CCOCC1)c1ccccc1 | 3%
CC(C)NNC(=O)c1nc(-c2ccccc2)cc(-c2ccccc2)n1 | 10%
COc1cccc(OCCCCOc2ccc(Br)cc2)c1 | 26%
O=C(Nc1ccc(NC(=O)c2ccccc2Br)cc1)c1ccc(Cl)cc1Cl | 12%
O=C(N/N=C/c1cc([N+](=O)[O-])ccc1Cl)c1ccccc1O | 0%
O=c1nc(/C=C/c2ccc(N3CCOCC3)cc2)cc(C(F)(F)F)[nH]1 | 12%
CC1=C(C(=O)OCc2ccccc2)C(c2ccc(Cl)cc2)NC(=O)N1C (stereo unspecified) | 33%
O=C1CCCc2nn(-c3ccccc3)nc21 | 5%
CCOC(=O)CSc1nc2ccccc2c(=O)[nH]1 | 10%
CC(C)CC(=O)N1CCN(Cc2ccc(Br)cc2)CC1 | 4%
COC(=O)C1=CN(Cc2cccs2)C=C(C(=O)OC)C1c1cccs1 | 18%
O=C(O)CCSc1nc2ccccc2c(=O)[nH]1 | 0%
CCC(=O)N1N=C(c2ccccc2)CC1c1ccc([N+](=O)[O-])cc1 (stereo unspecified) | 5%
CCOc1ccc(NC(=O)c2ccc(Cl)c([N+](=O)[O-])c2)cc1 | 4%
CC(C)CC(C(=O)Nc1sc2c(c1C(N)=O)CCC(C)C2)N1C(=O)c2ccccc2C1=O (stereo unspecified) | 19%
O=C1/C(=C\c2ccc(Cl)c([N+](=O)[O-])c2)SC(=S)N1c1cccc(Cl)c1 | 19%
Cc1cc(N2CCN(C3=NCC(C)(C)S3)CC2)n2c(nc3ccccc32)c1C#N | 7%
CCOc1ccccc1N1CCN(C(=O)c2ccc([N+](=O)[O-])cc2Cl)CC1 | 12%

An excerpt from the list above, as a working copy:
SMILES | RNase H inhibition
O=C(O)CCSc1nc2ccccc2c(=O)[nH]1 | 0%
CCC(=O)N1N=C(c2ccccc2)CC1c1ccc([N+](=O)[O-])cc1 (stereo unspecified) | 5%
CCOc1ccc(NC(=O)c2ccc(Cl)c([N+](=O)[O-])c2)cc1 | 4%
CC(C)CC(C(=O)Nc1sc2c(c1C(N)=O)CCC(C)C2)N1C(=O)c2ccccc2C1=O (stereo unspecified) | 19%
O=C1/C(=C\c2ccc(Cl)c([N+](=O)[O-])c2)SC(=S)N1c1cccc(Cl)c1 | 19%
Cc1cc(N2CCN(C3=NCC(C)(C)S3)CC2)n2c(nc3ccccc32)c1C#N | 7%
CCOc1ccccc1N1CCN(C(=O)c2ccc([N+](=O)[O-])cc2Cl)CC1 | 12%

An excerpt of these results, tab-delimited.
molecule	RNase H inhibition
O=C1/C(=C\c2ccc(Cl)c([N+](=O)[O-])c2)SC(=S)N1c1cccc(Cl)c1	19%
CCC(=O)N1N=C(c2ccccc2)CC1c1ccc([N+](=O)[O-])cc1 (stereo unspecified)	5%

(further entries)
SMILES | RNase H inhibition
O=C(c1cc(Cl)ccc1Cl)N1CCN(c2ccc([N+](=O)[O-])cc2)CC1 | 6%
COc1ccccc1Nc1nc(-c2ccc(OC)c(OC)c2)cs1 | 12%
COc1cc(C(=O)Nc2nnc(CCS(=O)(=O)c3ccc(Cl)cc3)s2)cc(OC)c1OC | 8%
COc1cc(NC(=S)NC(=O)c2ccc(Cl)cc2)ccc1NC(=O)c1ccco1 | 42%
O=C(Nc1ccccc1)ON=C1CCCC1 | 10%
C=CCN1C(=O)/C(=C\c2cc(Cl)c(O)c(OC)c2)SC1=S | 12%
CCCc1[nH]n(-c2ccc([N+](=O)[O-])cc2)c(=O)c1C=NC1CC(C)(C)NC(C)(C)C1 | 16%
CCCCSc1nnc2c(n1)OC(c1ccsc1)Nc1ccc(Br)cc1-2 (stereo unspecified) | 16%
O=C1N/C(=N\Nc2ccccc2)S/C1=C\c1cccc(Br)c1 | 24%
CCOC(=O)C1=C(C)N=c2s/c(=C\c3cccs3)c(=O)n2C1c1cccc(OC)c1OC (stereo unspecified) | 4%
COc1ccc(C(=O)NC(=S)Nc2ccc(C)c(C)c2)cc1 | 14%
C=CCN1C(=O)/C(=C\c2ccc(OCc3cccc4ccccc34)cc2)SC1=S | 14%
CCOC(=O)C1=C(CC)NC2=C(C(=O)CCC2)C1c1cc2c(cc1[N+](=O)[O-])OCO2 (stereo unspecified) | 8%
O=C(O)c1ccccc1NC(=O)c1ccccc1-c1ccccc1C(=O)O | 0%
CCOc1ccccc1OCCOCCOc1c(C)cc(Cl)cc1Cl | 25%
CC(=O)Nc1sc2c(c1C#N)CCCC2 | 0%
COC(=O)/C(C(N)=NC(=O)c1ccccc1)=C(\C)O | 6%
Cc1ccc(CC2C(=O)N(c3cccc(Cl)c3C)C(=O)C2C)cc1 (stereo unspecified) | 8%
COC(=O)C1=C(C(=O)OC)SC(=C2C(=S)C(C)(C)N(C(=O)c3ccc(C(C)(C)C)cc3)c3cc(C)ccc32)S1 | 6%
O=C(c1ccccc1)c1c(NCc2ccccc2)ccnc1C(F)(F)F | 32%
COC(=O)c1ccc(/C=N\N2CCN(c3ccccc3OC)CC2)cc1 | 7%
C=CCOc1ccc(/C=C2\N=C(c3cccc(F)c3)OC2=O)cc1 | 8%
C1CN(c2nc(N3CCOCC3)nc(N3CCOCC3)n2)CCO1 | 6%
O=C(Nc1ccc(F)c([N+](=O)[O-])c1)c1cccc(OCc2ccccc2)c1 | 0%
CCN1C(=O)/C(=C\c2cccc(C)c2)SC1=S | 12%
CCCCOc1ccc(/C=N/Nc2nc(-c3ccc(Br)cc3)cc(-c3ccccc3O)n2)cc1 | 20%
CCC(C(=O)Nc1cc(Cl)ccc1OC)c1ccccc1 (stereo unspecified) | 29%
Cc1cc2nn(-c3ccccc3)nc2cc1NC(=O)c1ccc(Br)o1 | 0%
O=C(N=Nc1c(O)[nH]c2c(Br)cc(Br)cc12)c1ccco1 | 18%
O=C(CSc1nc2ccccc2c(=O)n1-c1ccccc1)c1ccc(Cl)c(Cl)c1 | 44%

Pulled by compound from the list above:
SMILES | RNase H inhibition
O=C(Nc1ccc(F)c([N+](=O)[O-])c1)c1cccc(OCc2ccccc2)c1 | 0%
CCC(C(=O)Nc1cc(Cl)ccc1OC)c1ccccc1 (stereo unspecified) | 29%
COC(=O)/C(C(N)=NC(=O)c1ccccc1)=C(\C)O | 6%
O=C(N=Nc1c(O)[nH]c2c(Br)cc(Br)cc12)c1ccco1 | 18%

New compounds follow:
SMILES | RNase H inhibition
COc1cc(N(C)C)c([N+](=O)[O-])cc1C(=O)N1CC(C)NC(C)C1 (stereo unspecified) | 6%
COc1ccccc1Nc1nc(-c2c(C)nc3cc(C)ccn23)cs1 | 13%
O/N=C(\C(=N\O)c1ccccc1)c1ccccc1 | 6%
Cc1ccc(OCCOC(=O)Nc2cccc(Cl)c2)cc1 | 9%
CCC(C(=O)NCc1ccco1)c1ccccc1 (stereo unspecified) | 3%
Fc1ccc(CNC(=S)Nc2ccc(Cl)cc2Cl)cc1 | 11%
CCCC(=NCC(C)N=C(CCC)C1=C(O)C(C(=O)OC)C(C)(C)CC1=O)C1=C(O)C(C(=O)OC)C(C)(C)CC1=O (stereo unspecified) | 0%
O=C(O)CNC(=O)NC12CC3CC(CC(C3)C1)C2 | 0%
O=C(/C=C/c1ccc2c(c1)OCO2)Nc1ccc(Br)cc1 | 12%
COc1cc(C2C(C(=O)OCc3ccccc3)=C(C)NC3=C2C(=O)CCC3)cc(Br)c1O (stereo unspecified) | 22%
Cc1ccc(C)n1-c1ccc(Br)cc1C(=O)O | 32µM*
O=C1/C(=C/c2ccc(OCc3ccccc3)cc2)Sc2ccccc21 | 16%
CC(C)COc1ccc(C(=O)Nc2cc(Cl)ccc2Cl)cc1 | 5%
O=c1[nH]c2ccc([N+](=O)[O-])cc2nc1/C=C(\O)c1ccccc1 | 0%
CC(C)c1cccc(C(C)C)c1NC(=O)c1ccccc1 | 16%
O=C(CSc1nc2ccc(NC(=O)c3ccccc3Cl)cc2s1)Nc1ccccc1[N+](=O)[O-] | 13%
COc1ccc(C)cc1N(CC(=O)N1CCN(c2ccccc2)CC1)S(C)(=O)=O | 3%
O=C(/C=C/c1ccc2c(c1)OCO2)Nc1ncc([N+](=O)[O-])s1 | 18%
CC(C)CC(=O)NC(NC(=O)CC(C)C)c1cccc([N+](=O)[O-])c1 | 5%
O=C(Nc1ccc(Oc2ccc(NC(=O)c3ccco3)cc2)cc1)c1ccco1 | 23%
N#Cc1cc2[nH]c3ccccc3c2n(-c2ccc([N+](=O)[O-])cc2)c1=O | 13%
COc1cc(/C=C2\SC(N3CCC(C)CC3)=NC2=O)ccc1O | 23%
O=C(O)c1ccc(NC(=O)c2ccccc2F)c(NC(=O)c2ccccc2F)c1 | 10%
CCOc1ccc(C2/C(=C(\O)c3ccccc3)C(=O)C(=O)N2CCCCCC(=O)O)cc1 (stereo unspecified) | 2%
Cc1ccc(Sc2ccc(/C=c3\sc4nc5ccccc5n4c3=O)o2)cc1 | 10%
